RXFP1 agonist = activates the human relaxin receptor RXFP1. HEK293T-RXFP1 cAMP TR-FRET, 30 min; response scale: percent of porcine relaxin response, buffer zero. Potency, µM (titrated, usually from 57.5 µM), without a hit: at the top dose activation, hits mostly activators. 0.3% of 370,000 active. Q9HBX9; also: potency is read from the fitted curve at half-maximal effect; % is scaled to controls: 0 for no effect and ±100 for the full control effect; nearly all actives have a fitted effect of over 60% in size; many of its hits are not listed in these tables
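Agonist response is measured as cAMP accumulation in an RXFP1-transfected HEK293T line under PDE4 inhibition. Values are scaled between buffer-only and 29 nM porcine relaxin, and EC50s come from standard Hill equation fits.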
D2 potentiator = positively modulates the human D2 dopamine receptor allosterically; 0.34% of 340,000 active; HEK293 T-REx D2, calcium flux, EC20 dopamine potentiation; potentiation, % at 10 µM; AID 485347;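 active = potentiation over 3 SD above the plate norm, cut at about 30% in these data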; also: 0% is about no effect
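Tetracycline-induced Hek293 Trex D2 cells, force-coupled to calcium, loaded with no-wash calcium dye. Compound added with 180 s kinetic read for agonism, then EC20 dopamine and a further 180 s read for potentiation.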
D1 PAM = potentiators of human D1 dopamine receptor; P21728; HEK293 TREx D1 cells, calcium flux, dopamine EC20 potentiation; potentiation, % at 10 µM; 0.036% of 360,000 active; AID 504651; in the data active = potentiation above about 30%; also: 0% is about no effect
Target sequence (P21728 whole entry, looked up): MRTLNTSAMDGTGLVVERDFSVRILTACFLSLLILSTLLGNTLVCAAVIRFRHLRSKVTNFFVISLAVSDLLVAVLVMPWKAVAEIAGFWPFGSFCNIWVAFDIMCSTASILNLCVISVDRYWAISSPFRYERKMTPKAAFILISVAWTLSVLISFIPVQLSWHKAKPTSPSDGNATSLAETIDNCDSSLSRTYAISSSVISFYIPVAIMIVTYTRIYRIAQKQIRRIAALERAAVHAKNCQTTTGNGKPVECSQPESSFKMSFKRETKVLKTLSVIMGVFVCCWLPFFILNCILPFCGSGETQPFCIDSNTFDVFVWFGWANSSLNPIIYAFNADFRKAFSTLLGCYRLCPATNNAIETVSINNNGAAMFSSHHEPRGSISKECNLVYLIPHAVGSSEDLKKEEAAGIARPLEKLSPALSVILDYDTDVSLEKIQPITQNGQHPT
TRHR agonist = activates the human TRH receptor. activation, % at 2 µM. TRHR cells, calcium flux fluo-8, FDSS agonist mode. AID 493084. 0.18% of 360,000 active. P34981; in the data active = activation above about 30%; also: 0% is about no effect
Target sequence (P34981 whole entry, looked up): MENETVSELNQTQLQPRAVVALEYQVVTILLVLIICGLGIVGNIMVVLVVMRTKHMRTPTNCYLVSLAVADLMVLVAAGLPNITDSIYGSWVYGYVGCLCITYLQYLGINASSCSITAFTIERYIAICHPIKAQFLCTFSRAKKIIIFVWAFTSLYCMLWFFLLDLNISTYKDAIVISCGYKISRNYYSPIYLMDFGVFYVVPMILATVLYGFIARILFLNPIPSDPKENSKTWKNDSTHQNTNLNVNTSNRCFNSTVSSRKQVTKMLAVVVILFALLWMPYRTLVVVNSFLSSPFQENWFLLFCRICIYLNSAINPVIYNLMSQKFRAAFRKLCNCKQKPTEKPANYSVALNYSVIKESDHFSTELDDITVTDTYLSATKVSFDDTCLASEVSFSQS
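In this calcium-flux screen, cells bearing human TRHR are dye-loaded with fluo-8, baselined for 10 cycles, then exposed to library compounds; positive kinetic calcium responses during the agonist phase mark hits, with TRH as control.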
Apoferritin bind = binds horse apoferritin like a general anesthetic. P02791. apoferritin/1-aminoanthracene competitive binding, fluorescence. Potency, µM (series often up to 77.5 µM), for inactives: at the highest dose activity change, negative = displacement, most hits filed as inhibitors. 0.074% of 350,000 active. AID 485281; also: potency is read from the fitted curve at half-maximal effect; % is scaled to controls: 0 for no effect and ±100 for the full control effect; nearly all actives have a fitted effect of over 20% in size
Target sequence (P02791 2-175 limits assumed): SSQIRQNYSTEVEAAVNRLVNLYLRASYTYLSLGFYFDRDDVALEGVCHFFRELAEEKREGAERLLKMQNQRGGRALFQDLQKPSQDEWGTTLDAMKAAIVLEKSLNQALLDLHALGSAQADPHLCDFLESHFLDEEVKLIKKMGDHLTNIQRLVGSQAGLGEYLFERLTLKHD
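In PBS, apoferritin at 10 uM is loaded with 1-AMA from a 50% saturated solution. After 10 min of compound exposure at ambient temperature, reduced 535 nm fluorescence indicates probe displacement.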
D1 ag = activates the human D1 dopamine receptor; HEK293 T-REx D1 cells, calcium flux, agonist mode; AID 504660; activation, % at 2 µM; 1% of 360,000 active; P21728; in the data active = activation above about 30%; also: 0% is about no effect
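Agonism was scored from calcium flux recorded over 180 s (1 read/s) after pintool compound addition, following a 10-cycle baseline. Cells were inducible force-coupled HEK293 TREx D1, plated overnight at 30 C and loaded with no-wash calcium dye.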
TRHR PAM = allosterically enhances the human TRH receptor. P34981. TRHR cells, fluo-8 calcium fluorescence, EC20 TRH enhancement. enhancement, % at 2 µM. 0.66% of 360,000 active. AID 493056; in the data active = enhancement above about 30%; also: 0% is about no effect
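TRHR-expressing cells loaded with fluo-8 calcium dye were read kinetically (ex 480/em 530) during compound addition, then stimulated with an EC20 of TRH (10 nM final). Enhancement of the Gq-mediated intracellular calcium response was scored.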
RXFP1 antagonist = blocks the human relaxin receptor RXFP1; Q9HBX9; HEK293-RXFP1, relaxin-stimulated cAMP HTRF, 30 min; active compounds read low; activity change, negative = inhibition, % at 57.5 µM; 0.59% of 350,000 active; AID 1259400;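 active = activity change of -60% or lower, but not beyond a set lower limit; inconclusive = change between -60% and -40%, or beyond the set limit; inactive = change above -40%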; also: % is scaled to controls: 0 for no effect and ±100 for the full control effect
D1 antagonist = antagonists of human D1 dopamine receptor | P21728 | activity change, negative = inhibition, % at 10 µM | HEK293 TREx D1 cells, calcium flux, dopamine EC80; active compounds read low | AID 504652 | 3.2% of 360,000 active; in the data active = activity change below about -30%; also: % is scaled to controls: 0 for no effect and ±100 for the full control effect
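Using tetracycline-induced force-coupled D1 Hek293 cells and a calcium dye, signals were followed for 180 s after compound, then for 180 s after EC80 dopamine, to detect inhibitors.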
* marks the source's active call; other numbers are inactive results; ? = inconclusive; . = no result given; & = joins results of further samples; [ ] = dose if it differs, or a comment. Unless noted, calls follow the shape of the dose curve; as a rule, active = well fitted curve in the direction sought with a large enough effect; inconclusive = small, poorly fitted or top-dose-only effect, or another doubt; inactive = no such curve, though single readings can be large; an effect the other way counts as inactive or inconclusive.

nr	Apoferritin bind	D1 PAM	TRHR agonist	TRHR PAM	D2 potentiator	RXFP1 agonist	D1 ag	D1 antagonist	RXFP1 antagonist	SMILES
1	-11%	-1	0.7	4	8	0.5%	3	-17	-64*	NS(=O)(=O)c1ccc(CCn2c(=S)[nH]c3ccccc3c2=O)cc1
2	.	-8	0.5	3	-5	0.4%	4	-3	3	CCCCn1c(SCC(=O)N2CCCC2=O)nc2cc(S(N)(=O)=O)ccc21
3	-11%	-6	0.7	-10	-7	1.3%	5	-2	0	O=[N+]([O-])c1ccc(O)c(-c2nc(-c3ccccc3)c(-c3cccs3)[nH]2)c1
4	.	-2	-0.5	7	0	0.6%	7	-31*	-11	Cc1cnc(C(=O)OCC(=O)c2ccc(C3CCCCC3)cc2)cn1
5	-4%	2	0.1	10	9	0.3%	3	2	-6	Cc1cc(C)cc(Oc2ncnc3c2ncn3Cc2c(Cl)cccc2Cl)c1
6	-14%	0	0.1	-2	10	-1.7%	8	.	-35	Cc1cccc(-c2nc3scc(CCNS(=O)(=O)c4ccc5c(c4)OCCO5)n3n2)c1
7	-14%	-8	-1.6	10	-5	1.5%	5	-6	0	Cc1cc(C(=O)COc2ccc(-c3nnco3)cc2)c(C)n1Cc1ccccc1
8	-1%	9	0.5	-4	10	2.1%	2	4	-3	Cc1cc(NC(=O)CSc2nnc(CNC(=O)c3ccc(F)cc3)o2)no1
9	-5%	-3	-0.4	14	10	1.9%	3	4	-2	COc1ccc(C(N)=O)cc1NC(=O)c1cccc(F)c1
10	18%	-3	-0.4	11	12	2.0%	6	.	-3	COc1ccc(C2c3cccn3CCN2S(=O)(=O)c2ccccc2[N+](=O)[O-])cc1OC (stereo not given)
11	-4%	1	0.3	-2	1	-2.3%	6	52	.	Cc1ccccc1C(C(=O)NC1CCCC1)N(C(=O)CNC(=O)c1ccco1)c1cccnc1 (stereo not given)
12	7%	-1	-0.3	-2	7	-2.2%	0	10	-9	CCOCCCNC(=O)C1CC(=O)N(CCc2ccc(C)cc2)C1 (stereo not given)
13	-13%	-2	0.0	-2	14	-0.8%	-1	-3	-11	O=[N+]([O-])c1cccc(/C=N/n2c(C3CCCCC3)n[nH]c2=S)c1
14	0%	-3	-0.5	2	1	0.1%	2	-8	8	CN1CCC(N(C)C(=S)Nc2ccc(F)cc2)CC1
15	-12%	-1	0.5	-4	2	0.0%	2	2	1	Cc1cccc(NC(=O)CNCC(=O)Nc2cccc(C)c2C)c1C
16	-20%	0	1.0	-1	2	2.3%	2	5	-2	O=C(NCc1cccs1)c1ccc(N2CCCC2=O)cc1
17	-4%	-2	3.2	-7	-10	0.3%	11	-28	.	COc1ccc(-n2c(-c3ccco3)nc3c(cnn3-c3ccc(Cl)cc3)c2=O)cc1
18	-2%	-3	0.3	7	4	3.7%	0	5	1	CCC(=O)Nc1ccc(-c2nnc(SCC(=O)N3CCCCC3)n2C)cc1
19	48%[activator]	0	-0.2	-1	4	5.8%	23	8	0	CCOC(=O)c1ccc(NC(=O)CSc2ccc3ccccc3n2)cc1
20	?	-3	0.0	7	12	2.6%	1	10	10	Cc1ccc(S(=O)(=O)NC2=NCN(C)CN2)cc1[N+](=O)[O-]

An excerpt from above in order of count of non-hydrogen atoms, rising:
nr	Apoferritin bind	D1 PAM	TRHR agonist	TRHR PAM	D2 potentiator	RXFP1 agonist	D1 ag	D1 antagonist	RXFP1 antagonist	SMILES
20	?	-3	0.0	7	12	2.6%	1	10	10	Cc1ccc(S(=O)(=O)NC2=NCN(C)CN2)cc1[N+](=O)[O-]
15	-12%	-1	0.5	-4	2	0.0%	2	2	1	Cc1cccc(NC(=O)CNCC(=O)Nc2cccc(C)c2C)c1C
18	-2%	-3	0.3	7	4	3.7%	0	5	1	CCC(=O)Nc1ccc(-c2nnc(SCC(=O)N3CCCCC3)n2C)cc1
17	-4%	-2	3.2	-7	-10	0.3%	11	-28	.	COc1ccc(-n2c(-c3ccco3)nc3c(cnn3-c3ccc(Cl)cc3)c2=O)cc1
11	-4%	1	0.3	-2	1	-2.3%	6	52	.	Cc1ccccc1C(C(=O)NC1CCCC1)N(C(=O)CNC(=O)c1ccco1)c1cccnc1 (stereo not given)

(listing goes on)
nr	Apoferritin bind	D1 PAM	TRHR agonist	TRHR PAM	D2 potentiator	RXFP1 agonist	D1 ag	D1 antagonist	RXFP1 antagonist	SMILES
21	0%	-1	-2.1	0	4	1.2%	0	19	.	COc1cccc2cc(C(=O)N3CCN(c4cc(C)ccc4C)CC3)c(=O)oc12
22	-6%	3	-0.1	6	.	3.2%	2	-14	-15	O=C(Nc1ccc(N2CCOCC2)cc1N1CCOCC1)c1ccc(Cl)cc1
23	-6%&-11%	1&-1	0.1&0.0	1&-4	-5&-3	0.2%&6.6%	-2&4	29&-5	6	CC(=O)Nc1ccc(NC(=O)CCNS(=O)(=O)c2cccc3nsnc23)cc1
24	-22%	-1	0.4	-15	-3	0.0%	-1	-32*	1	C=CCn1c(SCC(=O)N2CCN(C(=O)c3ccco3)CC2)nc2sc(CC)cc2c1=O
25	4%	-3	0.2	1	.	-3.2%	-3	-26	-14	COc1ccccc1OCc1nn[nH]n1
26	.	1	-0.2	-5	15	-0.4%	7	-4	-3	COc1ccc(NC(=O)CN(C)CC(=O)c2c(C)[nH]c3ccccc23)cc1
27	?	-5	-0.4	2	.	1.3%	1	3	-16	COc1ccc(C(CNC(=O)c2ccc3c(c2)C(=O)N(CCC(C)C)C3=O)N2CCOCC2)cc1 (stereo not given)
28	-6%	-4	0.5	3	1	-0.2%	4	-10	-8	O=C(c1ccncc1)N1N=C2CCCCCC2C1(O)C(F)(F)F (stereo not given)
29	-2%	29	-0.4	-4	-15	2.3%	1	6	-8	Cc1cccc(C(=O)NCC(C)NC(=O)c2cccc(C)c2)c1 (stereo not given)
30	7%	-6	0.3	34*	7	5.6%	1	-2	1	Cc1nn(CC(=O)NC2CC2)c(=O)c2cc3cc(F)ccc3n12
31	-5%	0	0.6	-2	-5	-1.4%	2	8	-3	CN(c1c[nH]c(=O)[nH]c1=O)C1CCCCC1
32	-7%	2	-1.0	-2	-1	4.0%	2	-9	-9	CC(=O)Nc1ccc(NS(=O)(=O)c2cc(-c3n[nH]c(=O)c4ccccc34)ccc2C)cc1
33	-2%	-4	0.9	3	-3	0.3%	6	-10	-8	CC(=O)c1ccc2c(c1)Nc1ccccc1S2
34	-9%	-6	0.4	-1	3	0.9%	0	5	-11	O=C(NCCCN1CCOCC1)NC1CCCCC1
35	-10%	-4	0.6	-16	-11	0.2%	10	11	-6	Cc1ccc(Cn2ccc(NC(=O)c3cc(-c4ccccc4)on3)n2)cc1
36	-17%	-8	-0.3	3	-3	3.3%	4	-2	6	CC1(C)Cc2c(sc3nc(SCC(=O)NCc4ccco4)n(-c4ccccc4)c(=O)c23)CS1
37	-4%	1	0.1	5	-11	-2.4%	1	0	-9	CCN(CCN(C)C)C(=O)Cn1ncc2c([nH]c3ccc(C)cc32)c1=O
38	43%[activator]	2	-1.3	4	17	-0.3%	2	38	.	CCCCCSc1nc2sc3c(c2c(=O)n1-c1ccc(OC)cc1)CCN(C(C)=O)C3
39	.	1	0.6	-3	1	-0.2%	2	-14	-22	Cc1ccccc1NC(=O)COC(=O)c1cc(S(=O)(=O)N2CCOCC2)ccc1C
40	-13%	0	0.9	7	10	4.8%	3	1	-3	CC1(C)Cc2c(cnn2-c2ccccc2)C(NC(=O)c2ccoc2)C1 (stereo not given)
41	-7%	7	0.0	27	-22	-1.7%	1	1	-22	CCOC(=O)c1c(NC(=O)CCC(=O)O)sc2c1CC(C)(C)OC2
42	2%	0	-0.8	0	.	0.4%	11	-3	-6	COC(=O)c1ccccc1NC(=O)CNCCc1ccc(OC)c(OC)c1
43	-11%	-2	0.5	-4	7	1.0%	4	9	4	CC(C)=N/N=C1\NC(=O)C(C)S1 (stereo not given)
44	-2%	-3	-0.1	2	-9	1.1%	3	-3	21	Cc1ccc(C)c(NC(=S)NC2CC3CCCC(C2)N3CC(C)C)c1 (stereo not given)
45	?	-2	0.4	1	-8	0.2%	2	9	?	Cc1ccc(NC(=O)c2ccc(Cl)c(N3C(=O)C=CC3=O)c2)cc1
46	-13%	-5	0.4	1	4	-2.6%	0	-9	5	O=C(c1ccc(Br)c([N+](=O)[O-])c1)N1CCN(Cc2ccccc2)CC1
47	-8%	-3	0.4	1	-2	1.6%	2	14	-7	O=C(Cn1c(=O)n(Cc2ccccc2)c(=O)c2oc3ccccc3c21)Nc1ccc(Cl)cc1
48	?	-13	-1.0	-2	.	3.4%	43*	-79*	-32	O=C(CN1CCN(S(=O)(=O)N2CCCCC2)CC1)Nc1ccc(Cl)c(Cl)c1
49	1%	-1	1.1	-2	7	4.3%	8	-4	-3	Cc1cccc(NC(=O)/C(C#N)=C/c2cn(CC(=O)NCc3ccco3)c3ccccc23)c1
50	?	1	-0.2	13	5	4.2%	6	12	10	CCOC(=O)C1=C(CN2CCc3ccccc32)NC(=O)NC1c1cccc([N+](=O)[O-])c1 (stereo not given)
51	0%	6	-0.1	-2	0	0.7%	-1	-2	4	Cc1oc2c(c(C)cc3oc(=O)c(CC(=O)NCCc4ccc(Cl)cc4)c(C)c32)c1C
52	0%	-8	-0.4	-7	-17	2.0%	0	-6	-9	Cc1ccc(C(=O)N/C(=C/c2cccs2)C(=O)NCCc2c[nH]c3ccccc23)cc1
53	.	-3	0.4	3	2	1.8%	4	-13	-2	O=C(NNC(=O)C1CCC1)c1ccccc1F

High-throughput results as filed in PubChem.

An excerpt; count on the stated rates, not on these rows.
